High-throughput results (PubChem)
USP10 inh: inhibitors of human USP10 deubiquitinase | Ubiquitin carboxyl-terminal hydrolase 10 (Homo sapiens), Q14694 | purified USP10, Ub-rhodamine fluorescence, 60 min | inhibition, % at 20 µM | 47,000 compounds, 1.1% hits
USP7 inh: inhibitors of human USP7 deubiquitinase; Ubiquitin carboxyl-terminal hydrolase 7 (Homo sapiens), Q93009; purified USP7, Ub-rhodamine cleavage fluorescence; inhibition, % at 20 µM; 47,000 compounds, 0.3% hits; AID 1645854, 2021
USP8 inh: inhibitors of human USP8 deubiquitinase | Ubiquitin carboxyl-terminal hydrolase 8 (Homo sapiens), P40818 | AID 1645853, 2021 | purified USP8, Ub-rhodamine cleavage fluorescence, 30 min | inhibition, % at 20 µM | 47,000 compounds, 4.2% hits
OTUD3 inh: inhibitors of human OTUD3 deubiquitinase. purified OTUD3, Ub-rhodamine fluorescence, 2 h. inhibition, % at 25 µM. 47,000 compounds, 0.7% hits. AID 1645858, 2021
Target sequence (Q5T2D3 whole entry, looked up): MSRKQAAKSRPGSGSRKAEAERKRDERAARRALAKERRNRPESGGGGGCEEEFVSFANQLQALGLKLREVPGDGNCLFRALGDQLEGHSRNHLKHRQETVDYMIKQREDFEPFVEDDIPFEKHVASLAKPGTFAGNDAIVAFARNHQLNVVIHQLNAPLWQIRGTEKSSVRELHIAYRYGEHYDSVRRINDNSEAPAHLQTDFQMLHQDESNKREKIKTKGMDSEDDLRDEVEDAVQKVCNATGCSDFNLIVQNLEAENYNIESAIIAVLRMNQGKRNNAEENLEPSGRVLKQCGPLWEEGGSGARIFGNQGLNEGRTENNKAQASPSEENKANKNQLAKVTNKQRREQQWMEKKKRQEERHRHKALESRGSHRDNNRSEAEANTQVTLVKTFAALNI
USP17 block: inhibitors of human USP17 deubiquitinase | purified USP17, Ub-rhodamine cleavage fluorescence, 3 h | inhibition, % at 50 µM | 47,000 compounds, 6.5% hits
UCHL1 inh: inhibitors of human UCHL1 deubiquitinase; inhibition, % at 20 µM; purified UCHL1, Ub-rhodamine cleavage fluorescence; AID 1645859, 2021; 47,000 compounds, 0.2% hits; Ubiquitin carboxyl-terminal hydrolase isozyme L1 (Homo sapiens), P09936
Target sequence (P09936 whole entry, looked up): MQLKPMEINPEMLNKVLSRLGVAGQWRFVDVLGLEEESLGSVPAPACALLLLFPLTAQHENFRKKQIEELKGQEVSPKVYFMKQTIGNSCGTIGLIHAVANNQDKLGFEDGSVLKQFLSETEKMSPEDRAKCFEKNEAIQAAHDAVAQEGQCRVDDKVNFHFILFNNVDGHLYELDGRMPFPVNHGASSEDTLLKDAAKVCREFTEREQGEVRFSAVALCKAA
USP28 block: inhibitors of human USP28 deubiquitinase | Ubiquitin carboxyl-terminal hydrolase 28 (Homo sapiens), Q96RU2 | purified USP28, Ub-rhodamine cleavage fluorescence, 30 min | inhibition, % at 25 µM | 47,000 compounds, 3% hits | AID 1645857, 2021
USP30 block: inhibitors of human USP30 deubiquitinase | purified USP30, Ub-rhodamine cleavage fluorescence | Ubiquitin carboxyl-terminal hydrolase 30 (Homo sapiens), Q70CQ3 | 47,000 compounds, 5.3% hits | inhibition, % at 25 µM | AID 1645860, 2021
The depositor's hits bear a star; i = inactive; . = no result given. Rule as the data show it: active = inhibition above about 30%; inactive = the rest.

| No. | USP10 inh | USP7 inh | USP8 inh | OTUD3 inh | USP17 block | UCHL1 inh | USP28 block | USP30 block | molecule |
| --- | --- | --- | --- | --- | --- | --- | --- | --- | --- |
| 1 | -3 | -2 | -11 | 2 | -8 | 0 | -1 | -5 | CCOc1ccccc1NC(=O)C(NS(=O)(=O)c1cccc2cccnc12)C(C)C (stereo not given) |
| 2 | 4 | -1 | 3 | -9 | -6 | -3 | -9 | 13 | COc1cc(O)c2c(=O)oc3c(O)c(OC)cc(C)c3c2c1 |
| 3 | 1 | -5 | -6 | -4 | -6 | 1 | 0 | -6 | CC(=O)Nc1ccc(S(=O)(=O)NCc2ccc(C(=O)NCc3ccccc3Cl)cc2)cc1 |
| 4 | 2 | -1 | 6 | -3 | -2 | 0 | -8 | -4 | COc1ccc(S(=O)(=O)N2CCOC3(COc4ccccc4N(C)C3)C2)cc1 (stereo not given) |
| 5 | 0 | 4 | -2 | 8 | 3 | 2 | 5 | 3 | O=C(Cc1ccccc1)N1CCC2(CC1)COCCN(c1ncccn1)C2 |
| 6 | 14 | 12 | -33 | 8 | 42* | 0 | 20 | 26 | CC(C)Cc1nc2sc3c(SCC(=O)NC4(c5ccccc5)CCCC4)ncnc3c2c2c1CCC2 |
| 7 | 2 | 0 | 2 | -7 | -13 | -2 | -18 | -32 | Cc1ccccc1NC(=O)Cn1cccc(-c2nc(-c3ccc(F)cc3)no2)c1=O |
| 8 | 42* | 10 | 74* | -10 | -8 | -1 | -3 | -14 | Cc1cccc(NC(=O)Nc2ccc(C)n(CC(=O)Nc3ccc(C)c(C)c3)c2=O)c1 |
| 9 | 7 | 7 | 15 | -3 | 1 | 2 | -5 | -6 | Cn1c(=O)[nH]c(=O)c2c1nc(NCc1ccco1)n2Cc1ccccc1Cl |
| 10 | 1 | 0 | -15 | -2 | 10 | 3 | 6 | 2 | Cn1c(SCCCOc2ccc(F)cc2)nc2cc(S(N)(=O)=O)ccc21 |
| 11 | 9 | -3 | 87* | 17 | 45* | 4 | 17 | 40* | O=C(Nc1ccccc1F)c1sccc1Oc1ccc([N+](=O)[O-])cc1F |
| 12 | 1 | 0 | -28 | -4 | -4 | -3 | -10 | 3 | COCCN1Cc2c(C(=O)N3CCCCC3)ncn2-c2ccccc2S1(=O)=O |
| 13 | -3 | -3 | -26 | -19 | -17 | -5 | -25 | -64 | Cc1nc(C2CCN(C(=O)Cc3c(C)[nH]c4ccc(F)cc34)C2)nc2c1CCC(=O)N2C (stereo not given) |
| 14 | -1 | 4 | 12 | 1 | 2 | 6 | 3 | -12 | COc1ccc2[nH]cc(CCN=C(NC(=O)C(C)C)Nc3nc(C)cc(C)n3)c2c1 |
| 15 | 2 | 5 | 19 | 9 | 10 | 6 | 12 | 13 | c1cc(-c2csc(C3CC3)n2)cc(-c2noc(-c3cnccn3)n2)c1 |
| 16 | 6 | 6 | 27 | 13 | 16 | 2 | 13 | 25 | COc1cccc(NC(=O)Nc2nc3c(s2)CN(Cc2ccccc2)C3=O)c1 |
| 17 | 2 | -8 | 9 | 11 | 25 | 1 | 19 | 23 | O=c1ccc(S(=O)(=O)N2CCCCC2)cn1Cc1ccccc1F |
| 18 | 2 | 2 | -25 | 5 | -2 | 0 | 0 | 7 | CC1=C(C(=O)Nc2ccc(C)cc2C)C(c2cccc(OCc3ccccc3)c2)n2ncnc2N1 (stereo not given) |
| 19 | 3 | -2 | -6 | 5 | -7 | 0 | 7 | 6 | Cc1cc(C)cc(-n2ccnc2SCC(=O)NCc2ccc3c(c2)OCO3)c1 |
| 20 | 9 | -27 | 18 | 11 | 29 | 1 | 23 | 40* | COc1ccc2c(CNCCC3=CCCCC3)c(C(=O)O)n(Cc3ccccc3F)c2c1 |
| 21 | 3 | -64 | -1 | -1 | 29 | 1 | 1 | 4 | CC(C)CC(NS(=O)(=O)c1ccc2c(c1)CCCC(=O)N2)C(=O)NC1CCCCCC1 (stereo not given) |
| 22 | -2 | 2 | -2 | 1 | 2 | 0 | 0 | -1 | Cn1ncc(Cl)c1C1CCCCCN1C(=O)c1cccnc1 (stereo not given) |
| 23 | 1 | 0 | 2 | 0 | -1 | -2 | -2 | 10 | CCCC(=O)Nc1ccc(C)n(CC(=O)N2CCCC2)c1=O |
| 24 | -5 | 0 | 26 | 16 | 30* | -2 | 25 | 26 | COc1cc(OC)cc(C(=O)Nc2cccc(CCc3nc4ccc(C)cc4[nH]3)c2)c1 |
| 25 | -2 | -5 | 10 | -29 | -19 | -2 | -21 | -112 | Cc1ccccc1-n1nc(-c2nc(-c3ccncc3)no2)c2ccccc2c1=O |
| 26 | -2 | -7 | -13 | -19 | -11 | -1 | -16 | -95 | CNc1nc(C2CCCCN2C(=O)Cc2ccc(F)cc2)nc2c1CCNC2 (stereo not given) |
| 27 | 9 | 2 | 25 | 3 | 34* | 6 | 18 | -9 | CC1CCC(NC(=O)C2CCCN2S(=O)(=O)c2ccc3nc(-c4ccccc4)[nH]c3c2)CC1 (stereo not given) |
| 28 | 0 | 3 | 28 | -11 | 6 | 3 | 0 | -1 | CC(C)Oc1ccc(CNC(=O)c2ccc3ccnc(N4CCN(c5ccccc5F)CC4)c3c2)cc1 |
| 29 | -1 | -5 | -18 | -3 | -14 | 0 | -8 | -6 | O=C(CN1CCOC(c2cccc(-c3cccc(F)c3)n2)C1)N1CCCC1 (stereo not given) |
| 30 | 5 | 5 | 8 | 0 | 8 | -3 | -4 | 18 | O=C(Nc1ccc(OCc2ccccc2)cc1)NC1Cc2ccccc2C1 |
| 31 | -6 | 0 | 3 | -6 | -7 | -1 | 0 | -124 | O=C(Cc1ccc(-c2ccccc2)cc1)NCc1nnnn1-c1ccccc1 |
| 32 | 0 | 4 | -5 | -3 | 14 | 3 | -7 | -1 | COc1ccc(Nc2nc(NCCc3ccccc3)nc3c2cnn3C)cc1 |
| 33 | 2 | 3 | 6 | -1 | -7 | 3 | 17 | 4 | O=C(NCCc1ccc(O)cc1)c1ccc2ccccc2c1 |
| 34 | 0 | 1 | 1 | -7 | 1 | -3 | 4 | -10 | C[C@@H](NC(=O)[C@@H]1CCCN1C(=O)C1(c2ccccc2)CCN(C(=O)OC(C)(C)C)CC1)C(=O)O |
| 35 | 0 | 5 | 14 | 19 | 13 | 4 | 14 | 14 | Cc1nc(N)cc(C2CCCN2C(=O)c2cc(C(C)(C)C)[nH]n2)n1 (stereo not given) |
| 36 | 0 | 3 | -70 | 2 | 0 | 1 | 0 | 5 | Cc1ccc(OC(C)C(=O)N2CCC(c3[nH]nc4nccnc34)CC2)cc1 (stereo not given) |
| 37 | 3 | 3 | -21 | 10 | 13 | 4 | 2 | 14 | CC(C)C[C@H](NC(=O)[C@@H](Cc1ccccc1)n1c(=O)[nH]c2ccccc2c1=O)C(=O)NCC1CCC(C(=O)O)CC1 (stereo not given in full) |
| 38 | -2 | -53 | -5 | -45 | 0 | -9 | -24 | -137 | CC1(C(=O)NC2CCCCCC2)Cc2ccccc2C(=O)N1CCN1CCCCCC1 (stereo not given) |
| 39 | -2 | -4 | -2 | 11 | 5 | 2 | 9 | 2 | N#Cc1ccc(OCC(=O)N2CCCC2c2ccc3c(c2)OCCCO3)cc1 (stereo not given) |
| 40 | 1 | -9 | -1 | -6 | -7 | 1 | . | . | O=C1CN(C(=O)COc2ccccc2)C(c2ccccc2)c2cc(Br)ccc2N1 (stereo not given) |
| 41 | 2 | 0 | -11 | -1 | 4 | -1 | 0 | 7 | COc1ccc(CNC(=O)c2ccc(-c3cncnc3)nc2)cc1 |
| 42 | 0 | 0 | 0 | -6 | -3 | 1 | -7 | -15 | COc1ccc(CC(=O)NCC(c2ccc(N(C)C)cc2)N2CCCC2)cc1 (stereo not given) |
| 43 | 1 | 0 | 11 | 8 | 4 | 0 | 5 | 10 | CC(=O)Nc1cccc(C(=O)Nc2ccc(CN3CCOCC3)cc2)c1 |
| 44 | -8 | -11 | -24 | -46 | 10 | -20 | -57 | -181 | COc1ccc(C(=O)N2CCN(Cc3nc(N)c4ccccc4n3)CC2)cc1 |
| 45 | -2 | 3 | 7 | 1 | -13 | 22 | 5 | -56 | COc1ccc(CCn2c(-c3ccccc3)nc3c(c(=O)c4ccccc4n3C)c2=O)cc1OC |
| 46 | 7 | 11 | -12 | 4 | 0 | 4 | 63* | 15 | Cc1cc(C)cc(-n2cnc3cc(C(=O)NCCC4=CCCCC4)ccc32)c1 |
| 47 | -1 | -4 | -78 | 3 | -9 | 1 | 7 | 18 | Cc1ccc(CNC(=O)c2ccccc2NC(=O)CNCC2CCCO2)cc1 (stereo not given) |
| 48 | 14 | 14 | 28 | -1 | . | 3 | -2 | -23 | O=C(COc1ncnc2sc(-c3ccccc3)cc12)Nc1ccc2c(c1)OCCO2 |
| 49 | -1 | 8 | 16 | 17 | 19 | 2 | 11 | 42* | c1ccc(-n2c(SCCc3ccncc3)nnc2N2CCOCC2)cc1 |
| 50 | 3 | -5 | -24 | -1 | 0 | -3 | -6 | 0 | O=C(Cc1ccc(Cl)cc1)Nc1nnc(C2CCCO2)s1 (stereo not given) |
| 51 | 0 | -23 | -3 | 10 | 14 | 0 | 6 | 28 | Cc1ccc(CNC(=O)CCn2cnc3c(-c4ccccc4)noc3c2=O)cc1 |
| 52 | -7 | -6 | 8 | 2 | 5 | -1 | 1 | -15 | O=C(COc1cccnc1)N1CCCCC1Cn1cccn1 (stereo not given) |
| 53 | -1 | -3 | 1 | -7 | -9 | 0 | -7 | -5 | CC(=O)N[C@@H]1C[C@H](c2c(F)cccc2F)O[C@@H]2CCCC[C@@H]12 |
| 54 | 0 | 3 | -3 | 13 | 9 | 0 | 10 | 8 | Cc1ccc(C(=O)N2CCCN(c3cc(=O)n(C)c(=O)n3C)CC2)cc1 |
| 55 | -14 | 3 | 19 | 0 | 1 | -3 | 8 | 11 | COc1ccc(CN2CCC(c3cc(=O)[nH]c(-c4cccnc4)n3)CC2)cc1OC |
| 56 | -1 | 2 | -205 | 1 | -19 | 4 | 4 | -4 | O=C(CN1CN(c2ccccc2)c2ncccc2S1(=O)=O)Nc1ccc(F)cc1 |
| 57 | -3 | -5 | -8 | -1 | -17 | -2 | -3 | -26 | Cc1c(-c2ccccc2)nc2ccccc2c1C(=O)OCC(=O)NCC(C)C |
| 58 | -1 | -3 | -1 | 1 | 0 | 0 | 6 | 3 | Cc1ccc(NC(=O)CCCN2C(=O)c3cccnc3Sc3ccccc32)cc1 |
| 59 | 0 | -4 | -23 | -11 | -10 | -1 | -4 | -3 | Nc1nc(N2CCN(c3ccccn3)CC2)nc2ccccc12 |
| 60 | -7 | -12 | -81 | -159 | -161 | -16 | -201 | i | CC(C)N1C[C@@H]2C[C@H](NS(=O)(=O)c3ccccc3)CN2Cc2ccccc21 |
| 61 | 1 | 4 | 18 | 6 | -1 | 3 | 8 | 23 | O=c1c2ccccc2nc(N2CCN(Cc3ccc4c(c3)OCO4)CC2)n1-c1ccccc1 |
| 62 | 5 | 5 | 31* | 0 | -4 | 2 | -2 | 6 | Cc1cc(N2C(=O)c3oc4ccc(F)cc4c(=O)c3C2c2cccc(OCc3ccccc3Cl)c2)no1 (stereo not given) |
